SENP8 block-1: SENP8 protease inhibition. inhibition, % at 10 µM. Q96LD8. AID 2540. purified SENP8, Z-RLRGG-aminoluciferin cleavage, luminescence. 330,000 compounds, 1.2% hits; in the data active = inhibition above about 50%
SENP1 FRET inh: inhibitors of human SENP1 SUMO protease catalytic domain | AID 624204 | 360,000 compounds, 0.21% hits | inhibition, % at 10 µM | recombinant SENP1 catalytic domain, CyPet-SUMO1-YPet FRET cleavage | Q9P0U3;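 active = inhibition at least 30% at 10 µM, raw YFP signal under a set limit, fluorescence ratio 0.5 to 1.5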;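 note: 0% = enzyme with DMSO and 100% = no enzyme wells; some results filed as inactive read as strong as hits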
Target sequence (Q9P0U3 419-644 limits assumed): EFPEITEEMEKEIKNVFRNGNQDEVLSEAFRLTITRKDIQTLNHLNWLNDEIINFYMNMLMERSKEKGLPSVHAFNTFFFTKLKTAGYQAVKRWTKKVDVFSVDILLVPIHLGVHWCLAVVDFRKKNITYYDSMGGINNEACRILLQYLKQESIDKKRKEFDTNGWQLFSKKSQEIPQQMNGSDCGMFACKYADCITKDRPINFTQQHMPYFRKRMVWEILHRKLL
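Compound: 10 µM single point, 0.5% DMSO; Test system: hSENP1 catalytic domain, recombinant; Timing: 50 min reaction at room temperature; Technique: FRET, CFP and YFP emission; Control set: no-enzyme wells low, DMSO-plus-enzyme wells high control.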
SENP8 block-2: blocks human SENP8 cleavage of Nedd8 substrate; recombinant SENP8, Nedd8 substrate fluorescence; AID 602440; Q96LD8; inhibition, % at 20 µM; 360,000 compounds, 0.64% hits; in the data active = inhibition mostly above about 40%, no sharp cut-off; inactive = mostly below about 27%
Apaf1 inhib: inhibitors of human Apaf-1 apoptosome; AID 489030; O14727; inhibition, % at 20 µM; 330,000 compounds, 0.71% hits; reconstituted apoptosome caspase-3 activity, DEVD-Rh110 fluorescence; active = inhibition of at least 40% at 20 µM;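 note: plate controls were DMSO wells for no effect and DEVD-CHO caspase inhibitor wells for full effect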
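Medium: Hepes buffer, pH 7.5 / System: biochemical Apaf-1 apoptosome reconstitution / Measured by: Rh110 fluorescence, excitation 480 nm, emission 540 nm / Times: compound with Apaf-1, dATP, procaspase-3 30 min, then 50 min reaction, room temperature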
PfGluPho inh: PfG6PD (Plasmodium falciparum) enzyme inhibition. PfGluPho enzyme, NADPH resazurin-diaphorase fluorescence. inhibition, % at 20 µM. 350,000 compounds, 0.78% hits;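 active = inhibition reaching at least a set limit at 20 µM in the primary screen, cut at about 59% in these data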;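 note: 0% = DMSO wells with substrate and 100% = DMSO wells lacking glucose-6-phosphate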
SENP7 block: SENP7 protease inhibition; Q9BQF6; recombinant SENP7, Z-RLRGG-aminoluciferin luminescence, 40 min; inhibition, % at 5 µM; 330,000 compounds, 1.5% hits; AID 434973;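 active = inhibition above about 50% at the single test dose, limit read from the data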;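 note: plate controls were DMSO with enzyme for no effect and no enzyme buffer wells for full effect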
Target sequence (Q9BQF6 706-1050 limits assumed): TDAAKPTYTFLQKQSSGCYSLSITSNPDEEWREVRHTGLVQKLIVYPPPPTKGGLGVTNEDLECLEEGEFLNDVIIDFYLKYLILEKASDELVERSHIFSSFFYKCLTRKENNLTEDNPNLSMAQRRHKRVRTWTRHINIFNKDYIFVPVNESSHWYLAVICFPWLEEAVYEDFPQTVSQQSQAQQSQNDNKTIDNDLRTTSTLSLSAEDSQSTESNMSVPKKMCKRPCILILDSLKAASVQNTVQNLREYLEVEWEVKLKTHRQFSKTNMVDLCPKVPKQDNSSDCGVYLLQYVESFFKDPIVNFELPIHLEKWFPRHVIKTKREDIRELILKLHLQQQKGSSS
SENP6 block: inhibitors of human SENP6 protease | 330,000 compounds, 1.8% hits | Q9GZR1 | Recombinant SENP6 catalytic domain, aminoluciferin luminescence | inhibition, % at 10 µM | AID 2599;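 active = inhibition above about 50% at the single tested dose, limit read from the data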;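 note: plate controls were DMSO wells with enzyme for no effect and DMSO wells lacking enzyme for full effect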
Target sequence (Q9GZR1 628-1112 limits assumed): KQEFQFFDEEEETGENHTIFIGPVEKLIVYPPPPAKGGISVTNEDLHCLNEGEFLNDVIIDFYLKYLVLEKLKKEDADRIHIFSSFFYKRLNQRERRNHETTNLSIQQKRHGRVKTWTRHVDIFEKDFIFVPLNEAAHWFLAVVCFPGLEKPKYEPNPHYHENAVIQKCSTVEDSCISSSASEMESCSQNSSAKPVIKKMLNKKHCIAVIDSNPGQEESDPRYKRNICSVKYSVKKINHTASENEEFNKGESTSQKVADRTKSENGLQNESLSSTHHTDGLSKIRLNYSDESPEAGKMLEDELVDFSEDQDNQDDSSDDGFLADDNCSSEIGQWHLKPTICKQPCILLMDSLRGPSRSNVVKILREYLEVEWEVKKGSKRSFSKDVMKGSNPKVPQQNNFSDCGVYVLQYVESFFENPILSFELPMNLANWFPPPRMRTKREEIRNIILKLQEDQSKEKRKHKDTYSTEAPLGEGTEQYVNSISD
HKDC1 inhibitor: inhibitors of human hexokinase HKDC1 | Q2TB90 | inhibition, % at 20 µM | recombinant HKDC1, G6PDH/diaphorase resazurin coupled fluorescence | AID 493160 | 340,000 compounds, 0.16% hits;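 active = inhibition above about 35% when tested at 20 µM, limit read from the data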;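 note: plate controls were DMSO wells with enzyme for no effect and DMSO wells lacking enzyme for full effect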
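Assay system: recombinant HKDC1 hexokinase; detection: coupled resazurin fluorescence, excitation 525 nm, emission 613 nm; benchmarks: DMSO-plus-enzyme-mix negative control, buffer-substituted positive control; compound dosing: single 20 µM dose; schedule: 90 min at room temperature in dark; also added: glucose plus 1 mM ATP as hexokinase substrates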
* = called active by the depositor; i = inactive; nt = not tested or not shown.

SMILES	SENP8 block-1	SENP1 FRET inh	SENP8 block-2	Apaf1 inhib	PfGluPho inh	SENP7 block	SENP6 block	HKDC1 inhibitor
COc1ccc(-c2cc(C(=O)NCc3cccnc3)no2)cc1OC	5	2	-33	-3	-8	7	-22	-4
S=C(c1ccc2c(c1)OCO2)N1CCCC1	-8	3	18	-8	-20	-11	-10	-2
O=C(c1cc(COc2cccc(C(F)(F)F)c2)on1)N1C[C@H]2CC[C@H]1C2	-2	1	1	15	12	-5	4	-2
CC(C)NC(=O)COC(=O)c1ccc(S(=O)(=O)N2CCCC2)cc1	-11	2	-140	-2	4	2	-20	18
CCOc1cc(C(=O)NC(CC(=O)O)c2ccc(OC3CCCC3)cc2)cc(OCC)c1OCC (stereo not drawn)	1	1	19	9	-13	-3	13	8
O=c1cc(CSc2nnnn2-c2ccc(O)cc2)nc2sccn12	-1	4	-1	-1	14	6	3	7
COc1cc(/C=C/C(=O)OCC(=O)N2CC3(C)CC2CC(C)(C)C3)ccc1O (stereo not drawn)	-5	-62	-349	10	23	5	-16	-5
CCN1CCC2(CC1)N=C(c1ccc(F)cc1)C(=S)N2	-6	2	12	2	-8	2	12	0
O=C(Nc1ccc(OCC(=O)N2CCC(Cc3ccccc3)CC2)cc1)c1ccco1	0	3	20	2	-6	2	-3	5
OC(CN1CCCCC1)Cn1c2ccccc2c2cc(Br)ccc21 (stereo not drawn)	-11	2	23	18	-14	7	2	1
O=C(c1ccccc1)c1ccc2nc(N3CCCCC3)c3nncn3c2c1	-4	-9	-121	15	23	-6	13	2
CC[n+]1ccccc1/C=C/Nc1ccccc1	3	-51	-7	-4	-2	-1	-1	-9
Cc1ccc(NC(=O)CN2C(=O)NC3(CCCc4ccccc43)C2=O)cc1S(=O)(=O)N1CCOCC1 (stereo not drawn)	5	-3	4	0	-16	-4	1	-3
CS(=O)(=O)N(Cc1ccc(F)cc1)Cc1nc2ccccc2c(=O)[nH]1	0	-1	20	11	7	-4	-11	0
COc1ccccc1C(=O)NCCn1cc(SCC(=O)NCc2ccco2)c2ccccc21	-8	1	11	0	7	-11	-13	-1
Cc1ccc(N2CC(C(=O)Nc3ccccc3C(=O)NC3CCCCC3)CC2=O)cc1 (stereo not drawn)	1	2	-24	-1	-17	2	0	-6
COc1ccc(Cl)cc1S(=O)(=O)NC(C)C(=O)NCCN1CCOCC1 (stereo not drawn)	nt	1	14	nt	-11	nt	nt	1
O=C(COc1ccc2ccc(=O)oc2c1)Nc1c(Cl)cccc1C(F)(F)F	-1	-2	-103	-2	9	1	7	-4
Cc1cc2c(cc1S(=O)(=O)C(C)CC(=O)NCc1ccco1)OCC(=O)N2 (stereo not drawn)	-2	2	-3	-10	-13	8	-21	-1
O=C1N[C@H](Cc2ccccc2)COC(=O)[C@H](Cc2ccc(F)cc2)C/C=C\C[C@H]1CC(=O)N(CCO)Cc1ccccc1	-11	0	-3	25	7	-11	-19	1
CCOC(=O)CC(NC(=O)c1cc2cc(Br)ccc2oc1=O)c1cccc([N+](=O)[O-])c1 (stereo not drawn)	-3	2	-5	7	-12	10	-18	-6
CCCC(C)NC(=O)CSc1nc2ccc(C)cc2[nH]1 (stereo not drawn)	0	1	5	-6	4	-8	-1	-4
Cc1ccc(S(=O)(=O)N2CCN(C(=O)COC(=O)c3nc(Cl)ccc3Cl)CC2)c(C)c1	nt	0	13	nt	0	nt	nt	-2
Cc1c(C(=O)NCc2cccnc2)oc2ccc(S(=O)(=O)N3CCCCC3)cc12	-1	2	7	-5	-24	-6	-8	-1
N#C/C(=N\Nc1ccccc1)C(=N)N1CCOCC1	-8	2	27	-9	-3	-5	-19	-9
C=CCC(=O)NC1CC(C)(C)Cc2c1cnn2-c1ccc(C)cc1 (stereo not drawn)	13	-1	11	-7	9	-5	5	-2
CCCSc1nc2c(c(=O)[nH]c(=O)n2C)n1CC(O)COc1ccccc1 (stereo not drawn)	-7	5	20	-1	8	-3	-24	-4
O=C(NCc1ccccc1OC(F)(F)F)C1CCC(=O)N(C2CC2)C1 (stereo not drawn)	4	-1	-9	10	-6	2	-16	3
COc1ccc(OC)c2c1sc(=NC(=O)C(C)(C)C)n2C	-13	2	-24	-370	-4	-10	-4	-1
CCOC(=O)N1CCN(Cc2cc(Cl)c3cccnc3c2O)CC1	3	nt	nt	7	-2	0	20	-6
CCCn1c(=O)[nH]c(=O)c2c1nc(-c1ccc(C#N)cc1)n2CCOC	-1	-31	-325	-1	-4	1	-4	-5
CCc1ccc(C2CC(c3ccc(Cl)cc3)=NNC2=O)cc1 (stereo not drawn)	-2	2	0	23	18	3	-15	0
O=Cc1ccc(Oc2cnccn2)cc1	-4	-1	18	-5	4	-9	1	-6
CC1CCc2c(sc3nc(CN4CCOCC4)nc(N4CCc5ccccc5C4)c23)C1 (stereo not drawn)	-8	-30	-113	16	-10	4	-6	4
O=C(c1ccc(Cl)cc1)N1CCC(N2CCC(C(=O)N3CCOCC3)CC2)CC1	-1	-11	4	7	2	-5	-14	-4
C=CCOc1nc(N(C)C)nc(N(C)C)n1	3	1	24	2	0	-3	-13	-3
Cc1cccc(N(CC(=O)NC(C)(C)C)C(=O)CS(=O)CC(=O)Nc2ccc(F)cc2)c1 (stereo not drawn)	0	2	5	-1	15	7	8	0
Cc1ccc2occ(/C=N/NC(=O)c3ccccc3O)c(=O)c2c1	-3	1	-71	3	-10	-1	1	1
CCc1nc(N2CCN(C(=O)c3ccco3)CC2)c2oc3ccccc3c2n1	nt	0	-36	nt	-8	nt	nt	0
COC(=O)C1=C(C)Nc2nc3ccccc3n2C1c1cc(OC)c(OC)c(OC)c1 (stereo not drawn)	0	-1	-46	-4	0	4	-4	0
CCCCN(C(=O)C1CC1)C1CCS(=O)(=O)C1 (stereo not drawn)	5	4	2	5	12	3	-9	7
Cc1ccccc1S(=O)(=O)Cc1ccc(C(=O)NC2CCCC2)o1	-5	0	10	5	-3	-2	20	3
COc1ccc(CC(=O)NNS(=O)(=O)c2ccc(F)cc2)cc1OC	-1	-1	8	-15	-15	-2	-13	1
CC(C)C(=O)c1cn(CC(=O)NCc2ccco2)c2ccccc12	-7	0	15	2	-7	-17	-7	-3
CC12CCC(O)CC1=CCC1C2CCC2(C)C(c3ccn[nH]3)CCC12 (stereo not drawn)	nt	2	13	nt	-27	nt	nt	11

Next section, overlapping the part above by 3 compounds.
SMILES	SENP8 block-1	SENP1 FRET inh	SENP8 block-2	Apaf1 inhib	PfGluPho inh	SENP7 block	SENP6 block	HKDC1 inhibitor
COc1ccc(CC(=O)NNS(=O)(=O)c2ccc(F)cc2)cc1OC	-1	-1	8	-15	-15	-2	-13	1
CC(C)C(=O)c1cn(CC(=O)NCc2ccco2)c2ccccc12	-7	0	15	2	-7	-17	-7	-3
CC12CCC(O)CC1=CCC1C2CCC2(C)C(c3ccn[nH]3)CCC12 (stereo not drawn)	nt	2	13	nt	-27	nt	nt	11
O=C1CCC[C@@H]2Cc3nc4ccc(O)cc4cc3[C@@H]3CCN1[C@H]23	nt	-9	-111	nt	21	nt	nt	10
O=C(c1ccccc1)c1ccc(C(=O)N2CCN(c3ccc(O)cc3)CC2)cc1	-21	1	13	15	61*	-16	-13	-1
O=[N+]([O-])c1cc(S(=O)(=O)Nc2ccccc2)ccc1N1CCN(c2ccc(O)cc2)CC1	1	-13	22	19	37	3	8	15
COc1cccc(CN(C)CC(=O)Nc2ccccc2C(=O)Nc2ccccc2)c1	-8	-1	-7	11	7	-4	-6	-2
C=CC[C@@H](CC(=O)N(CCO)Cc1ccccc1)C(=O)N[C@@H](C)COC(=O)[C@@H](CC=C)Cc1ccc(F)cc1	1	0	17	18	22	3	-2	-1
CCN1C(=O)C2(SC(NC(C)=O)=NN2C(C)=O)c2cc(C)ccc21 (stereo not drawn)	-2	3	13	-2	-8	-1	-5	5
Cc1ccnc2c(N3C(=O)C4C5c6ccccc6C(c6ccccc65)C4C3=O)cccc12 (stereo not drawn)	7	1	10	25	0	2	-11	2
Cc1cccnc1Sc1c([N+](=O)[O-])ncn1C	-10	-2	14	-8	-7	-8	-9	-9
CCCCn1c(N)c(N(CC)C(=O)c2cc(C)cc(C)c2)c(=O)[nH]c1=O	2	-1	-1	3	8	-4	-6	-5
COc1ccc(Br)c2oc(SC)cc(=O)c12	3	-1	-66	2	12	-5	7	2
COC(=O)c1sccc1NC(=O)c1cc(C)on1	-3	3	16	-8	-10	-7	1	-5
Cc1ccc(C)c(N(C(=O)Cn2nnc3ccccc32)C(C(=O)NCc2ccco2)c2ccncc2)c1 (stereo not drawn)	-7	-1	6	2	13	-13	-10	0
CCN(CC)CCN1c2ccccc2Sc2ccc3ccccc3c21	2	1	-85	19	3	-2	3	8
CN(c1ccc(C(=O)Nc2ccc(S(=O)(=O)N3CCCC3)cc2)cc1)S(C)(=O)=O	-4	1	-4	-6	5	-13	2	-10
O=C(NCCN1CCc2ccccc2C1)Nc1ccc(F)cc1	-13	-4	26	8	-3	-12	-4	1
CC(C)CC(=O)Nc1c2c(nn1-c1ccc(F)cc1)CS(=O)(=O)C2	-2	2	11	-4	7	-2	-19	-4
CCc1cc(=O)oc2cc(C)cc(OCC(=O)NCCc3c[nH]c4ccccc34)c12	5	3	-11	10	44	-3	-13	19
O=C(CSc1nc2c(cnn2-c2ccccc2)c(=O)[nH]1)N1CCCCC1	-3	0	11	-17	-10	3	-29	-4
CC(=O)N1CC[n+]2c(-c3ccc([N+](=O)[O-])cc3)csc21	-6	7	22	11	61*	12	-46	-1
CCC(=O)Nc1ccc(CCC(=O)N2CCCC2)cc1	-6	1	7	-16	-2	1	-3	-5
Cc1cccc(NC(=O)/C(=C\c2ccco2)NC(=O)c2ccccc2)c1	-3	-3	3	15	11	-4	6	1
N#Cc1ccc(CCc2ccccc2)[nH]c1=O	nt	-2	i	nt	-1	nt	nt	-7
COc1ccc(CCC(=O)Nc2ccc(C)c(S(=O)(=O)N(C)C)c2)cc1OC	1	1	22	-2	-2	-10	-5	-11
CCN(CCn1cccn1)Cc1nc(-c2ccccc2)no1	7	2	2	-11	-1	-4	21	-2
CC1(C)CC(=O)C(CS(=O)(=O)c2ccccc2)=C(O)C1	7	1	6	-6	-7	-2	5	3
CCc1cc(=O)oc2cc(OCC(N)=O)c(Cl)cc12	0	0	-463	0	4	-8	-13	-8
Cc1ccccc1NC(=O)C(c1ccccc1)C1CCCC1 (stereo not drawn)	1	1	34	10	-18	-2	3	0
Cc1ccc(C(=O)CN(CCC(=O)O)S(=O)(=O)c2ccc([N+](=O)[O-])cc2)cc1	-4	2	11	5	2	0	-13	-4
COc1ccc(NC(=O)NCCN2CCN(c3cccc(Cl)c3)CC2)cc1	2	0	14	11	-13	5	1	0
CCN(CC)C(=O)c1ccc(/C=C/c2c[nH]c3ccccc23)[n+](C)c1	1	-16	22	15	23	9	1	-10

Filtered by structure: the compounds so far containing a thiophene ring, fused or not.
SMILES	SENP8 block-1	SENP1 FRET inh	SENP8 block-2	Apaf1 inhib	PfGluPho inh	SENP7 block	SENP6 block	HKDC1 inhibitor
CC1CCc2c(sc3nc(CN4CCOCC4)nc(N4CCc5ccccc5C4)c23)C1 (stereo not drawn)	-8	-30	-113	16	-10	4	-6	4
COC(=O)c1sccc1NC(=O)c1cc(C)on1	-3	3	16	-8	-10	-7	1	-5

Compound activity from PubChem BioAssay.
